# Bioassay records as filed in PubChem.
# ERAP1 inh = ERAP1 (human) enzyme inhibition; Q9NZ08; recombinant ERAP1, Leu-AMC fluorescence, 60 min; inhibition, % at 10.7 µM; hit rate 0.15% among 340,000;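 active means mean replicate inhibition of at least 30%, or all replicates individually reaching that 30% level; inactive means mean below 30% and not every replicate reaching it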;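 further: 0% = neutral control wells and 100% = L-leucinethiol positive control wells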
# INS-1E GSIS act = GLuc luminescence reporter in INS-1E cells, primary screen for activators of glucose-dependent secretion of insulin; INS-1E GLuc reporter insulin secretion, 2-3 h; activation, % at 16.6 µM; hit rate 0.61% among 370,000;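 active means lowest replicate activation of at least 40%, so every replicate reaches that level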;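 further: 0% = median of neutral control wells and 100% = median of IBMX positive control wells; some compounds called inactive have numbers as strong as hits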
# RAD52 inh = RAD52 (human) annealing inhibition | P43351 | recombinant RAD52 DNA annealing, FRET fluorescence | inhibition, % at 18.7 µM | hit rate 0.46% among 360,000 | AID 651710;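 active means every replicate showing at least 50% inhibition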
# ARNT-TACC3 inh = disrupts binding between human ARNT and TACC3; AID 623870; inhibition, % at 9.99 µM; Q9Y6A5; AlphaScreen His-ARNT PAS-B/GST-TACC3 binding, luminescence; TACC3 fragment carries E629A point mutation; hit rate 0.66% among 390,000;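 active means mean inhibition of replicates at least 50% and at least half of replicates each reaching 50%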;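 further: 0% = complete ARNT plus TACC3 wells and 100% = ARNT alone without TACC3; many hits fall short of the cut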
# RAD54 inh = RAD54 (human) branch migration inhibition; hit rate 0.14% among 360,000; RAD54 Holliday junction branch migration, FAM/BHQ fluorescence; Q92698; AID 602329; inhibition, % at 10.4 µM;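 active means mean normalized replicate activity at least 40 and at least half of replicates scoring 40 or more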;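 further: 0% = median of neutral control wells and 100% = median of positive control wells; inhibitors cause a drop in the FAM fluorescence signal; in these data hits start at about 50%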
# Target sequence (Q92698 whole entry, looked up): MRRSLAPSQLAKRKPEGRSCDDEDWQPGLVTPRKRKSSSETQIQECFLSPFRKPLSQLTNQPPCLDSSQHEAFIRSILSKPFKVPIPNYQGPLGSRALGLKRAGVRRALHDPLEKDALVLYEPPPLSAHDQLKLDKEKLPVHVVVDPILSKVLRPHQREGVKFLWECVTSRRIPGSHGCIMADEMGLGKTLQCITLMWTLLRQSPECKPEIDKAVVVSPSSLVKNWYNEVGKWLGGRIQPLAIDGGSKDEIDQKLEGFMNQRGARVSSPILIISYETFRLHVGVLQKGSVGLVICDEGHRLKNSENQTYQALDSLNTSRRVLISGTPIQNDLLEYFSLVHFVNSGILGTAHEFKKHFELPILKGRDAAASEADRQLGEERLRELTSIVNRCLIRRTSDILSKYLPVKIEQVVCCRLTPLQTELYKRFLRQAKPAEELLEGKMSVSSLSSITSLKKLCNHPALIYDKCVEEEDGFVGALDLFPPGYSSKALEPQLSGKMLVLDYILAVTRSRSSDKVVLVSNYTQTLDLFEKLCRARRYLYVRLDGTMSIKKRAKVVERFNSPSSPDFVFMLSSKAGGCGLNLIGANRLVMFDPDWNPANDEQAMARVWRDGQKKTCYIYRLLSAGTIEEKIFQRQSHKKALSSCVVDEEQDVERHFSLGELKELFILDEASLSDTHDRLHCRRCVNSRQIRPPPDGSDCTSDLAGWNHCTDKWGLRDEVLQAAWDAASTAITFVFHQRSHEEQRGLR
# Xi reactivation = activators of X-chromosome reactivation in mouse fibroblasts. XiGFP mouse fibroblasts, % GFP-positive cells imaging, 3 d; cells co-treated with 5-aza-dC sensitizer; scaled so ellipticine positive control = 100%. hit rate 0.055% among 360,000. activation, % at 7.58 µM;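 active means mean normalized replicate activation at least 10% and every replicate at or above 10%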;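 further: 0% = median of on-plate neutral control wells and 100% = ellipticine 6 µM median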
#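 System: SV40-immortalized XiGFP fibroblast cells, line 68-5-11 / Incubation: 3-day compound exposure, then 15 min fixation at room temperature / Compound: single concentration per compound, delivered by pin transfer / Buffer or medium: DMEM plus 5-aza-dC sensitizer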
# CFTR F508del cor = correctors of CFTR F508del function in bronchial epithelial cells | activity (quench increase), % at 7.58 µM | hit rate 0.36% among 350,000 | CFBE cells, YFP halide quenching; stimulated with forskolin plus potentiator P3; % fluorescence drop versus neutral controls;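 active means mean added fluorescence quench of at least 8% versus neutral control, with both replicates also reaching 8%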;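 further: cells transiently co-express mutant CFTR-F508del with the halide-sensitive YFP; corrector assay measuring rescue of mutant channel to the surface after 24 h compound exposure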
# esBAF inh = blocks esBAF chromatin remodeling in mouse ES cells | reporter increase, % at 12.5 µM | AID 602393 | Bmi1-luciferase knock-in reporter, 24 h; 100% = twice the neutral-well signal | hit rate 2% among 350,000; in the data active means activation above about 40%;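 further: 0% = median of the plate's neutral control wells and 100% = double that signal; a rise in the Bmi1 reporter signal indicates esBAF inhibition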
# Numbers without * were called inactive; x = no result given.
no.	canonical_smiles	ERAP1 inh	INS-1E GSIS act	RAD52 inh	ARNT-TACC3 inh
1	Cn1c(SCC(=O)N2CCCC2)nnc1-c1cccs1	6.7	-1.6	-2.4	5.1
2	CN(c1cccc(NC(=O)CN(c2cccc(Cl)c2)S(=O)(=O)c2ccc(Cl)cc2)c1)S(C)(=O)=O	x	-37.2	x	16.4
3	Cc1ccc(C(=O)/C=C/c2c[nH]c3ccccc23)cc1	-1.6	-2.4	-27.0	-6.1
4	NNc1nccc(Nc2ccccc2C(=O)O)n1	0.8	x	-22.8	-2.1
5	Cn1c(C(=O)O)c(C=O)c2ccccc21	0.8	11.6	-10.4	-13.5
6	COc1ccc(N2CCN(C(=O)c3ccc(Br)o3)CC2)cc1	-2.3	10.3	-53.7	7.9
7	COc1cccc(NC(=O)N[C@H]2CC[C@H](CC(=O)NCc3ccccn3)O[C@@H]2CO)c1	-0.6	1.8	8.5	x
8	O=C(/C=C/c1ccc([N+](=O)[O-])cc1)Oc1ccc(/C=N/NC(=O)c2ccncc2)cc1	1.8	x	-10.5	1.6

no.	RAD54 inh	Xi reactivation	CFTR F508del cor	esBAF inh
1	-3.7	0.1	-0.1	6.8
2	-1.1	3.2	x	-10.5
3	-4.8	x	0.8	-84.3
4	-11.7	4.7	x	x
5	-8.4	0.1	-1.0	-18.1
6	1.9	0.0	0.2	3.5
7	3.4	0.6	-1.2	-2.1
8	-8.3	0.0	1.6	-2.3

# Continuation.
no.	canonical_smiles	ERAP1 inh	INS-1E GSIS act	RAD52 inh	ARNT-TACC3 inh
9	CCCN(C(=O)C1CSC2(C)CCC(=O)N12)c1c(N)n(Cc2ccccc2)c(=O)[nH]c1=O (configuration not stated)	-1.4	12.8	-8.1	-4.1
10	COc1cc(C)ccc1OCCOCCOc1cc(C)c(C)cc1Br	x	-12.6	x	-9.4
11	c1cc(CNCCNCc2ccncc2)ccn1	-1.9	2.7	-6.5	17.7
12	CCN1CCN(Cc2ccc(NC(=O)c3cc(NC(=O)c4cncc(-c5cccs5)c4)cc(OC)c3)cc2C(F)(F)F)CC1	-2.5	x	75.8*	x
13	Cc1ccccc1OCC(=O)Nc1cc(S(=O)(=O)N2CCCCC2)ccc1N1CCN(C)CC1	4.4	-34.6	4.2	x
14	Cc1ccc(S(=O)(=O)NCc2ccc(C(=O)N3CCc4ccccc4C3)cc2)cc1	4.3	-6.8	-3.4	-0.7
15	Cn1cccc1CC(=O)N/N=C/c1ccc(C(C)(C)C)cc1	3.6	-11.4	-21.5	3.0
16	O=c1[nH]c(=O)n(C2OC(CO)C(O)C2O)c2c1CCCC2 (configuration not stated)	15.3	-2.7	-3.7	x

no.	RAD54 inh	Xi reactivation	CFTR F508del cor	esBAF inh
9	x	-0.2	1.6	x
10	-0.1	0.3	x	x
11	-0.2	-0.1	-0.1	-4.9
12	6.5	0.3	-4.1	3.7
13	x	0.2	3.0	x
14	x	0.1	x	x
15	x	0.0	-2.4	x
16	x	-0.1	3.0	x

# Remaining list, next part
no.	canonical_smiles	ERAP1 inh	INS-1E GSIS act	RAD52 inh	ARNT-TACC3 inh
17	C[C@@H]1CN([C@@H](C)CO)S(=O)(=O)c2ccc(-c3cccnc3)cc2O[C@H]1CN(C)C(=O)NC1CCCCC1	-4.2	6.6	3.2	-2.3
18	CCOC(=O)C1(Cc2cccc(F)c2)CCN(CCCn2cccn2)CC1	-0.7	-22.3	-6.7	-11.9
19	CC(C)CCNC(=O)CN(Cc1ccc(F)cc1)C(=O)CCC(=O)Nc1ccccn1	-6.8	-10.0	-3.9	4.1
20	Cc1nc(Sc2ccc(Br)cc2)c(C#N)c(C)c1[N+](=O)[O-]	2.0	16.7	-5.9	3.2
21	CCOC(=O)N1CCN(C(=O)c2ccc3c(c2)N(Cc2ccccc2)CCS3)CC1	2.8	-37.8	-12.2	1.3
22	O=C(N/N=C/c1ccc([N+](=O)[O-])cc1)c1cc(C2CC2)nc2ccccc12	-1.5	-7.6	-2.6	-0.9
23	COc1ccc(NC(=O)NNC(=O)C(C)Oc2ccc3ccccc3c2)cc1OC (configuration not stated)	-2.7	-19.3	-9.3	-2.5
24	CCOc1cc(C(=O)Nc2ccc(S(=O)(=O)Nc3cnc4ccccc4n3)cc2)cc(OCC)c1OCC	0.2	x	-9.3	-14.5

no.	RAD54 inh	Xi reactivation	CFTR F508del cor	esBAF inh
17	0.1	-1.0	1.7	-0.5
18	x	-0.1	-6.2	x
19	-14.3	0.1	0.9	-2.1
20	10.9	-0.1	-1.4	-6.5
21	5.7	-0.1	0.1	4.1
22	-3.7	0.3	1.0	12.5
23	1.9	0.2	0.2	x
24	x	0.1	-0.4	x

# Remaining list, next part:
no.	canonical_smiles	ERAP1 inh	INS-1E GSIS act	RAD52 inh	ARNT-TACC3 inh
25	O=C1c2ccccc2C(=O)N1CCC#Cc1ccc2cc(CCCO)oc(=O)c2c1	-1.1	7.8	3.6	-6.5
26	COc1cc(C)c(CN2CCC(n3nccc3NC(=O)C3CCOC3)CC2)cc1C (configuration not stated)	-2.6	15.2	-4.2	1.8
27	O=C(NCc1cccnc1)c1cccc(Cl)c1	x	15.5	x	-1.8
28	CN(C)CC(=O)N1c2ccccc2Sc2ccc(Cl)cc21	-0.9	0.8	-4.2	-0.6
29	O=C(Nc1cccc(Cl)c1)N[C@H]1CC[C@H](CCNC(=O)C2CC2)O[C@@H]1CO	-0.5	10.5	1.9	-9.9
30	COc1ccccc1N1CCN(S(=O)(=O)CCNC(=O)Cc2ccc(F)cc2)CC1	-0.5	-28.0	-11.2	-0.6
31	CCS(=O)(=O)Nc1ccc2c(c1)C(=O)N(C)[C@H]1CC[C@H](CC(=O)OC)O[C@@H]1CO2	1.5	25.9	0.4	x
32	CCOc1ccccc1N(C)C(=O)CCS(=O)(=O)c1ccc2c(c1)NC(=O)C(C)S2 (configuration not stated)	2.1	9.2	-88.9	0.2

no.	RAD54 inh	Xi reactivation	CFTR F508del cor	esBAF inh
25	-2.0	-0.1	-2.5	-5.9
26	3.9	0.3	2.8	0.5
27	-14.0	x	x	-8.6
28	x	0.4	x	x
29	-2.9	0.9	2.1	-3.4
30	-6.9	0.4	0.0	1.2
31	x	-0.1	-0.2	x
32	5.6	0.0	-2.3	6.8

# By substructure: those above containing a nitro group on carbon (3)
no.	canonical_smiles	ERAP1 inh	INS-1E GSIS act	RAD52 inh	ARNT-TACC3 inh
8	O=C(/C=C/c1ccc([N+](=O)[O-])cc1)Oc1ccc(/C=N/NC(=O)c2ccncc2)cc1	1.8	x	-10.5	1.6
20	Cc1nc(Sc2ccc(Br)cc2)c(C#N)c(C)c1[N+](=O)[O-]	2.0	16.7	-5.9	3.2
22	O=C(N/N=C/c1ccc([N+](=O)[O-])cc1)c1cc(C2CC2)nc2ccccc12	-1.5	-7.6	-2.6	-0.9

no.	RAD54 inh	Xi reactivation	CFTR F508del cor	esBAF inh
8	-8.3	0.0	1.6	-2.3
20	10.9	-0.1	-1.4	-6.5
22	-3.7	0.3	1.0	12.5

# The list continues.
no.	canonical_smiles	ERAP1 inh	INS-1E GSIS act	RAD52 inh	ARNT-TACC3 inh
33	C[C@H]1CN([C@@H](C)CO)C(=O)c2ccccc2-c2ccccc2CO[C@H]1CN(C)C(=O)c1ccccc1	0.9	17.8	20.0	-4.8
34	O=C1NN(c2ccccc2)C(=O)/C1=C/c1ccc(-c2ccc(Cl)c(C(=O)O)c2)o1	11.6	-1.9	-20.9	2.2
35	O=C(C[C@H]1CC[C@H]2[C@@H](COC[C@H](O)CN2Cc2cccc(C(F)(F)F)c2)O1)NCCc1ccccc1	-2.9	-18.1	6.6	-18.8
36	COc1cccc(N2CCN(C(=O)c3cc(-c4ccc(F)cc4)[nH]c3C)CC2)c1	1.6	0.6	-6.0	-11.0
37	Cc1ccccc1NC(=O)CN(C)S(=O)(=O)c1cccc2cccnc12	-1.8	8.3	-7.0	-5.6
38	COc1cc(NC(=O)CSc2nnc(-c3ccncc3)n2C2CCCCC2)ccc1NC(=O)c1ccco1	-0.8	2.7	-11.6	-17.7
39	CC(C)C(NC(=O)c1c(F)cccc1F)C(=O)N1CCN(c2ccccc2F)CC1 (configuration not stated)	-4.3	6.0	-3.3	-4.6
40	C=CC[C@]1(C(=O)NCc2ccccc2)N=C(c2ccc(OCCCO)cc2)O[C@H]1c1ccccc1	2.5	x	10.3	3.2

no.	RAD54 inh	Xi reactivation	CFTR F508del cor	esBAF inh
33	-18.0	4.9	1.1	1.9
34	x	0.0	2.3	x
35	-11.6	0.0	1.1	0.3
36	-5.6	0.1	-4.5	5.2
37	-3.2	-0.2	0.1	9.7
38	-2.4	x	-2.1	12.4
39	-1.9	0.0	-0.8	-5.4
40	0.4	x	1.2	x

# Next results:
no.	canonical_smiles	ERAP1 inh	INS-1E GSIS act	RAD52 inh	ARNT-TACC3 inh
41	COc1ccc(C(=O)Nc2ccc(C)cc2C(=O)c2ccccc2)cc1	-7.2	-8.3	-5.4	6.7
42	COc1ccc2c3c([nH]c2c1)[C@@H](CO)N(C(=O)CN1CCOCC1)CC31CN(Cc2ccccc2)C1	-1.0	14.8	-15.0	x
43	CN1C(=O)c2cc(NC(=O)c3cccc(F)c3)ccc2OC[C@H]2O[C@@H](CC(=O)Nc3ccccc3)CC[C@H]21	17.1	-10.2	-12.2	8.9
44	C[C@H](CO)N1C[C@H](C)[C@H](CN(C)C(=O)Nc2ccc(C(F)(F)F)cc2)Oc2ccc(NS(=O)(=O)c3ccc(Cl)cc3)cc2CC1=O	0.9	-8.6	2.9	-1.0
45	COc1ccc(NC(=O)N(C)C[C@@H]2OCCCC[C@H](C)Oc3ccc(NS(=O)(=O)c4ccccc4)cc3C(=O)N([C@@H](C)CO)C[C@@H]2C)cc1	2.2	-7.2	-33.3	14.1
46	CC(=O)N/C(=C\c1ccccc1)C(=O)OCC(=O)NC(=O)c1ccccc1	0.6	20.0	-15.8	1.1
47	O=C(NC1CCCC1)N1CC(=O)N2[C@H](CO)[C@@H](c3ccc(/C=C/c4ccccc4)cc3)[C@H]2C1	0.1	-0.8	5.5	x
48	CCOC(=O)Nc1ccc2c(c1)C(=NNC(=S)NC)c1ccccc1-2	-2.4	-3.9	-25.6	x

no.	RAD54 inh	Xi reactivation	CFTR F508del cor	esBAF inh
41	x	0.0	x	x
42	x	0.0	1.3	x
43	7.5	0.3	-2.8	1.9
44	1.2	0.3	3.2	4.5
45	0.9	0.2	-1.1	5.8
46	x	0.0	-1.7	x
47	x	0.1	0.2	x
48	6.4	5.0	-2.5	x

# Remaining list, next part:
no.	canonical_smiles	ERAP1 inh	INS-1E GSIS act	RAD52 inh	ARNT-TACC3 inh
49	COc1ccc(OC)c(CNC(=O)c2coc(=O)c3ccccc23)c1	1.3	-10.1	-10.5	-2.7
50	CCN1C(=O)[C@H]2[C@@H](c3ccc(C(F)(F)F)cc3)N[C@]3(CCCN(CC4CCCCC4)C3=O)[C@H]2C1=O	2.6	-19.3	-6.7	x
51	O=C(Cn1cc(C(F)(F)F)ccc1=O)NCC1CCCO1 (configuration not stated)	-4.7	6.2	1.4	-0.7
52	O=C(Cc1ccccn1)c1ccc(F)cc1	-0.2	-20.2	-4.2	-6.0
53	O=C(O)C1=C[C@@H](c2coc3ccccc3c2=O)C[C@@H](OCc2ccc(CO)cc2)O1	-0.2	-4.3	-16.3	-5.0
54	Cc1[nH]c(=S)[nH]c(=O)c1CCC1OCCO1	2.4	-1.1	-16.8	x

no.	RAD54 inh	Xi reactivation	CFTR F508del cor	esBAF inh
49	2.9	0.1	-1.6	-2.2
50	-14.1	0.1	-3.6	-1.4
51	5.6	0.1	0.2	-7.6
52	-8.6	0.2	2.8	8.9
53	1.0	0.0	-1.4	-6.7
54	x	0.0	0.0	x
